High-throughput results as filed in PubChem BioAssay.
Rtt109 HAT inh – inhibitors of C. albicans Rtt109/Vps75 HAT, primary screen, biochemical, ThioGlo CoA-SH fluorescence, plate reader; purified Rtt109/Vps75, 4 h; inhibition, % at 34.9 µM; Histone acetyltransferase RTT109 (Candida albicans (strain SC5314 / ATCC MYA-2876)), …; actives 0.16% (n = 330,000);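 active = inhibition of at least 50% in every replicate; inconclusive = best replicate reaches 50% inhibition but some replicates fall short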
Target sequence (Q5AAJ8 whole entry, looked up): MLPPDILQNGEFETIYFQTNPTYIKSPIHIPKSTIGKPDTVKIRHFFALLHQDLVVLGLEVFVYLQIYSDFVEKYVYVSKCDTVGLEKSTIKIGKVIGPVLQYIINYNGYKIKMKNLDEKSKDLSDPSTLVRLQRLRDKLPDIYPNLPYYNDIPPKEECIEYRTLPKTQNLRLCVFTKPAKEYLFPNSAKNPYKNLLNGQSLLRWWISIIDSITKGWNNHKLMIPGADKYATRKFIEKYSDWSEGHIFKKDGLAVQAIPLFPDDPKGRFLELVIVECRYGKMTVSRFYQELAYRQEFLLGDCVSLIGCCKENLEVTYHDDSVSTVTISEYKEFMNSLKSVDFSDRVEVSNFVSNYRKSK
V-ATPase pHluor – regulators of yeast V-ATPase proton pumping, primary screen, pHLuorin cytosolic pH fluorescence | S. cerevisiae | response, % at 10 µM | actives 0.37% (n = 350,000); in the data active = response mostly above about 7.3%, no sharp cut-off; inactive = mostly below about 5.4%; note: actives read high; inactives centre near 0; some compounds called inactive have numbers as strong as hits; reference of the scale not given here
CAL PDZ FP-1 – CAL PDZ peptide-binding inhibitors, primary screen, biochemical, fluorescence polarization, Cer-tagged CAL PDZ, HTS; Golgi-associated PDZ and coiled-coil motif-containing protein (Homo sapiens), Q9HD26; inhibition, % at 20 µM; actives 0.02% (n = 330,000); AID 504414, 2011; purified CAL PDZ, TMR-peptide fluorescence polarization, 1 h;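 active = highest replicate inhibition of at least 40%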;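 note: plate controls were DMSO neutral control wells for no effect and unlabeled competitor peptide control wells for full effect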
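System: tagged CAL PDZ domain. Schedule: 1 h room-temperature incubation prior to read. Signal: fluorescence polarization (mP). Measure: percent inhibition from loss of millipolarization.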
RTF Ca sens act – cardiac RTF calcium sensitivity activators, primary screen, biochemical, IANBD-TnC fluorescence, EC20 calcium; IANBD-labeled TnC RTF fluorescence at EC20 calcium; 0% EC20 calcium, 100% full calcium; actives 0.24% (n = 340,000); Troponin I, cardiac muscle (Homo sapiens) + Troponin T, cardiac muscle (Homo sapiens) + …; activation, % at 7.2 µM;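 active = activation above the mean over all tested compounds plus 3 SD, cut at about 30% in these data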;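 note: rise in fluorescence read as greater calcium sensitivity of cardiac thin filaments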
CDK5 inh – inhibitors of human CDK5/p35 kinase, primary screen, biochemical, single concentration; Cyclin-dependent kinase 5 (Homo sapiens) + Cyclin-dependent kinase 5 activator 1 (Homo …; Recombinant CDK5/p35, ADP-Glo luminescence, 60 min; inhibition, % at 10 µM; actives 0.01% (n = 330,000); AID 488839, 2010;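 active = highest replicate inhibition of at least 50% and at least 75% of replicates reaching 50%; inconclusive = only one of the two criteria met; inactive = both criteria failed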;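 note: plate controls were DMSO neutral control for no effect and GW8510 at 10 µM for full effect; many of its hits are not listed in these tables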
Target sequence (Q00535 whole entry, looked up): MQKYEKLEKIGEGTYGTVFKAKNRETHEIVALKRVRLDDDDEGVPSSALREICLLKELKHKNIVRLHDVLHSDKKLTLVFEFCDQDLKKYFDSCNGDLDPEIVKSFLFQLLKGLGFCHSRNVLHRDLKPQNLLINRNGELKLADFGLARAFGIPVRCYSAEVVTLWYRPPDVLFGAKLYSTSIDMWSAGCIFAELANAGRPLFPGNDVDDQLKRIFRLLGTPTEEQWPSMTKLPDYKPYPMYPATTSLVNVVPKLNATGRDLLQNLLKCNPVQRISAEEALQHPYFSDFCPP
Target sequence (Q15078 whole entry, looked up): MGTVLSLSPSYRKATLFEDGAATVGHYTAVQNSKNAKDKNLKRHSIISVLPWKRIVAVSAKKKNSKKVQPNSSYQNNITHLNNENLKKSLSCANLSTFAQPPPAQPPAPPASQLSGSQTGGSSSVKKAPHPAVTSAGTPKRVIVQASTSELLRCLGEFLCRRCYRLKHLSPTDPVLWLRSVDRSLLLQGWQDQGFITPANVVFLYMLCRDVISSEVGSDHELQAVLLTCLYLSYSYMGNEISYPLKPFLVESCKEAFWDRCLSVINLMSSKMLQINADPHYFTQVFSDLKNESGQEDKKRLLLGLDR
CAL PDZ FP-2 – untagged CAL PDZ binding inhibitors, primary screen, biochemical, fluorescence polarization, HTS. Golgi-associated PDZ and coiled-coil motif-containing protein (Homo sapiens), Q9HD26. purified CAL PDZ, TMR-peptide fluorescence polarization, 1 h. inhibition, % at 24.9 µM. actives 0.92% (n = 300,000). AID 602252, 2012;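 active = mean inhibition of at least 30% with at least half of replicates also reaching 30%; inconclusive = no clear call, values can overlap the other calls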;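 note: 0% = DMSO neutral control and 100% = excess unlabeled competitor peptide PRC23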
Tat export inh – E. coli Tat export inhibitors, primary screen, MC4100, TorA-mCherry reporter, fluorescence, single point; inhibition, % at 10 µM; actives 0.036% (n = 340,000);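 active = mean replicate inhibition at least 50% and at least half of replicates individually reaching 50%; inconclusive = only one of the two criteria met; inactive = neither criterion met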;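 note: exported cargo escapes ClpAP degradation while cytoplasmic cargo is degraded and loses fluorescence; 0% = median of neutral control wells and 100% = median of NaSCN control wells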
MITF TRPM1 HTS – activators of MITF-driven TRPM1 promoter reporter, primary screen, cell-based, SK-MEL-5, luciferase, single point; actives 0.75% (n = 300,000); SK-MEL-5 TRPM1-promoter luciferase, 24 h; % of positive control, neutral wells = 0; activation, % at 12.5 µM;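 active = mean activation of at least 80% with every replicate also reaching 80%; inconclusive = mean reaches 80% but some replicate falls short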;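 note: 0% = neutral control wells and 100% = parthenolide positive control wells; values of inactives mirror those of a sister screen read the other way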
Wnt act – Wnt/beta-catenin pathway activators, primary screen, cell-based, plate reader, single point; Wnt/beta-catenin reporter cell assay, activator; activation, % at 9.35 µM; actives 1.2% (n = 300,000); in the data active = activation above about 30%, passing the limit was not always enough; inconclusive = no clear call, values can overlap the other calls;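 note: 0% = neutral control wells and 100% = positive control wells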
dFosB act – activators of delta FosB homodimer, primary screen, biochemical, fluorescence polarization, TAMRA-CDK5 oligo, single point | Protein FosB (Mus musculus), P13346 | purified delta FosB; percent of positive-control signal above neutral wells | activation, % at 25 µM | actives 0.99% (n = 340,000) | AID 493131, 2011;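 active = mean activation above about 17%, with every replicate also reaching it, limit read from the data, passing the limit was not always enough; inconclusive = only one of the two conditions met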;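 note: fluorescence polarization rise as delta FosB binds a TAMRA Cdk5 AP-1 oligo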
* = called active by the depositor; u = inconclusive; x = no result given.

SMILES	Rtt109 HAT inh	V-ATPase pHluor	CAL PDZ FP-1	RTF Ca sens act	CDK5 inh	CAL PDZ FP-2	Tat export inh	MITF TRPM1 HTS	Wnt act	dFosB act
O=C(CN(Cc1ccccc1F)S(=O)(=O)c1ccc(Cl)cc1)NCCC1=CCCCC1	-9	-1	-0.7	0	0.2	-1	5	-2	-6	-8
C/C(=N/NC(=O)c1nnn(-c2nonc2N)c1COc1ccccc1)c1ccccc1Cl	-4	2	-1.9	-3	-2.6	-6	8	2	-2	u
O=C(NCC(=O)N(c1ccc(F)cc1)C(C(=O)NC1CCCC1)c1cccnc1)c1ccco1 (stereo unspecified)	-1	1	-1.6	0	-1.9	0	3	2	0	-10
CN(C)CCN(Cc1ccco1)S(=O)(=O)c1csc(C(N)=O)c1	-5	3	-2.4	9	x	-4	4	18	-3	-7
COc1ccc(-c2csc(Nc3ccc(O)cc3)n2)cc1	5	-8	1.6	0	-0.6	0	8	62	9	-5
COc1ccccc1NS(=O)(=O)c1ccc(Cl)cc1	0	0	-0.4	6	-0.6	x	-4	9	-1	3
Cc1nc2sccc2c(=O)n1-c1cccc(Cl)c1	12	1	-3.5	-4	-0.6	-5	2	x	-1	-1
CN(CC(=O)Nc1ccc2c(c1)OCO2)CC(=O)Nc1ccc(F)c(F)c1F	0	2	-1.2	2	0.5	-1	7	x	-1	-14
N#Cc1ccc(-c2nc3ccccc3nc2-c2ccccc2)cc1C#N	-6	0	-0.4	1	0.3	x	4	-9	-2	5
COc1ccc(NC2CCCN(C(=O)CCc3scnc3C)C2)cc1 (stereo unspecified)	-7	2	-0.3	-5	1.8	0	2	17	4	-2
CCc1ccc(N(CC(=O)NCc2ccco2)C(=O)CCC(=O)Nc2nccs2)cc1	-11	2	-1.2	-4	-1.2	-2	-3	-1	-1	-1
CCOC(=O)c1ccc(NC(=O)C(C)NS(=O)(=O)c2ccc(OC)cc2)cc1 (stereo unspecified)	5	1	-2.3	0	3.6	x	9	-6	x	-19
COCCNC(=O)C(c1ccc(C)cc1)N(C(=O)CCC(=O)Nc1ccccn1)c1ccc(C)cc1 (stereo unspecified)	2	0	-0.8	-4	0.4	1	7	-8	-4	-2
Cc1nn(-c2ccc(F)cc2)c(Cl)c1/C=C/C(=O)OCC(=O)Nc1c(F)c(F)c(F)c(F)c1F	-9	-3	-1.5	-2	-0.5	-3	-2	-11	-3	0
Cc1ccc(S(=O)(=O)C2CS(=O)(=O)CC2O)cc1 (stereo unspecified)	1	-1	-0.9	-4	2.0	-5	-6	2	x	4
CC(=O)Nc1ccc(C(=O)COC(=O)CCc2ccccc2)c(F)c1	2	0	0.9	-3	0.2	-3	3	0	1	-2
CNc1ccccc1C(=O)OCC(=O)N1CCN(c2ccc(OC)cc2)CC1	-25	-3	-0.3	-4	-1.9	8	1	7	-1	-1
c1cc2nc(C34CC5CC(CC(C5)C3)C4)[nH]c2cn1	-4	-2	-2.9	-8	0.8	-3	-9	4	-4	-1
COc1ccc(-c2c(S(=O)(=O)c3ccccc3)cnn2-c2ccccc2)cc1	4	2	-1.2	2	-11	x	-1	-1	x	2
COc1cc(OC)cc(OC(=O)C2CCN(C(=O)c3ccc(F)cc3)CC2)c1	-5	-2	-2.5	-4	1.0	-3	3	13	3	-2
COc1ccc2cc(-c3ccccc3)ncc2c1	5	3	0.2	-3	1.5	-1	7	40	32*	3
CN(CC(=O)Nc1ccccc1Br)C(=O)c1cccc(S(=O)(=O)NCc2ccccc2)c1	-5	-2	0.0	5	1.2	0	-7	8	0	-11
CCOC(=O)N1CCN(Cc2cn[nH]c2-c2ccc(-c3ccccc3)cc2)CC1	8	1	-0.5	-7	-0.2	4	-4	4	0	-8
O=[N+]([O-])c1cccc(-c2ccc(CN3CCN(c4ccccc4)CC3)o2)c1	2	-6	-4.8	4	-0.6	x	15	1	0	0
C#CCOCCOCCOCCNc1nc(N2CCN(C(=O)CCCCCCCCCCNC(=O)[C@@H]([C@H](C)O)n3cc(C)nn3)CC2)nc(N2CCN(C(=O)CCCCCCCCCCNC(=O)[C@@H]([C@H](C)O)n3cc(C)nn3)CC2)n1	3	-3	-1.1	11	0.5	2	15	-36	-3	3
CCC(NC(=O)Nc1nccs1)(C(F)(F)F)C(F)(F)F	6	-5	-1.4	1	-2.3	-1	5	5	x	-6
Cc1cccc(N2CCN(C(=O)c3ccc(Cl)c(S(=O)(=O)NCc4ccco4)c3)CC2)c1C	4	3	-1.2	0	x	-7	9	-18	-16	0
CN(/N=C/c1cc(Cl)ccc1O)C1=NS(=O)(=O)c2ccccc21	-2	3	-0.7	0	2.9	x	-4	7	-2	-2
O=S(=O)(c1ccc(Br)cc1)N1CCCC1c1nc2ccccc2s1 (stereo unspecified)	x	1	-1.2	3	0.5	-5	-1	x	x	2
O=C(NCCC1=CCCCC1)C1CCN(C(=O)Cc2ccccc2)CC1	9	0	-2.2	6	-0.1	1	-11	-6	-2	-2
Cc1cccc(N2CCN(c3nnnn3-c3ccccc3)CC2C)c1 (stereo unspecified)	-1	-2	-2.3	4	-1.0	-6	10	-6	-3	-5
CCOc1ccc(NC(=O)CCCCCN2C(=O)[C@@H]3Cc4ccccc4CN3C2=O)cc1	-6	-3	-2.0	-5	x	-3	-4	3	-1	-8
CCN1C(=O)/C(=C2\SC(=S)N(NC(=O)c3cccnc3)C2=O)c2ccccc21	9	-2	x	5	1.7	-6	-2	-2	0	-10
Cc1cc(NC(=O)CCC(=O)N(Cc2ccccc2)C(C(=O)NC2CCCC2)c2ccco2)no1 (stereo unspecified)	-8	2	-2.4	-6	-0.3	-10	3	4	0	-9
O=C(C1CC(=O)N(c2ccc3c(c2)OCCO3)C1)N1CCCC(C(F)(F)F)C1 (stereo unspecified)	3	-2	0.6	1	-0.7	x	-12	2	3	-2
COC(=O)c1cnc(N2CCCN(S(=O)(=O)c3ccccc3)CC2)nc1C(F)(F)F	x	1	-0.8	-2	0.5	-2	8	x	2	-3
CCNC(=O)NS(=O)(=O)c1cnccc1Nc1cccc(Cl)c1	-9	-1	-0.9	-1	-0.1	-2	-17	-1	-3	-4
Cc1ccc(CN(CC(=O)NC2CCCCC2)C(=O)c2csnn2)cc1	-3	-3	-2.1	5	-0.6	-3	-1	-2	0	0
Cc1ccc(OCCC(=O)OCC(=O)NC(=O)NC2CCCCC2)cc1	10	-3	1.1	2	1.0	10	26	-1	-2	-16
O=C(CSc1nnc(CNC(=O)c2ccco2)o1)Nc1cccc(F)c1	-1	1	-2.6	-1	0.1	-4	-5	-12	0	0
COc1ccc(CCN(C)C2CC(=O)N(c3ccccc3)C2=O)cc1OC (stereo unspecified)	-1	2	0.0	5	0.1	x	1	x	-1	3
CN(C)S(=O)(=O)c1cccc(NC(=O)c2ccc(Sc3nncn3C)c([N+](=O)[O-])c2)c1	7	4	-1.8	-2	-1.5	-2	-2	-3	-13	-15
C=CCn1c(SCC(N)=O)nnc1-c1cnccn1	6	-16	0.4	-2	-0.8	-6	-22	-1	-2	-7
O=C(Nc1cccc(S(=O)(=O)c2cccc(NC(=O)c3ccco3)c2)c1)c1ccco1	21	-5	-2.7	6	0.5	-11	-9	-20	1	-11
Cc1c(F)cccc1NS(=O)(=O)c1ccc2c(c1)c(C)cc(=O)n2C	-4	1	-1.6	-4	-0.2	-1	1	6	-2	-13
Cc1cccc(C(=O)NCc2nnc(SCC(=O)N3CCN(c4ccccc4)CC3)n2C)c1	-5	2	-0.3	-1	0.8	0	-2	-4	-5	-1
CC1CN(S(=O)(=O)c2ccc(C(=O)Nc3nnc(-c4ccccn4)o3)cc2)CC(C)O1 (stereo unspecified)	-3	0	-2.4	-7	-1.8	0	-5	15	-1	-3
CC(C)(C)c1ccc(C(=O)NC2CCS(=O)(=O)C2)cc1 (stereo unspecified)	1	-1	-0.4	0	-1.2	1	3	13	3	-3
CC(C)Nc1nc(NC(C)(C)C)nc(Oc2ccc(=O)n(-c3ccccc3)n2)n1	-25	1	-0.2	-3	-1.1	-4	1	15	x	-10
O=C(Nc1ccc(O)c2c(=O)cc(-c3ccccc3Cl)oc12)c1ccccc1Cl	-12	-2	-0.1	-5	-0.5	-6	2	5	1	7
COc1cccc(C(=O)CN2CCC(NC(=O)NC3CCCCC3)CC2)c1	2	-1	0.5	-5	-1.3	-1	-7	x	x	-1
O=C(CNC(c1ccccc1)c1ccccc1)NCc1ccccc1Cl	-5	-2	0.3	-2	0.0	-4	6	2	-2	-5
O=C(Cn1cnc2c(cnn2-c2ccc(F)cc2)c1=O)NCc1ccco1	-2	7	-0.9	-1	1.6	-2	2	-4	x	3
CCOC(=O)c1nc2ccccc2s1	-8	-8	0.1	6	1.3	-1	-2	22	x	-1
CC(NC(=O)C(C)N1C(=O)C2C3CC(C(Br)C3Br)C2C1=O)c1ccccc1 (stereo unspecified)	10	2	0.0	-3	-0.7	-1	6	0	-1	-5
Cc1ccc(Oc2cnn(-c3ccccc3)c(=O)c2Br)cc1	-4	-3	-2.5	0	-0.5	-1	-4	9	8	-11
Cc1nn(-c2ccccc2)c2[nH]c(=O)c(CNc3ccc(N4CCOCC4)cc3)cc12	11	-1	-6.7	-5	-0.5	-10	0	-5	-1	-8
CNC(=O)CSc1nnc(SCCC(=O)O)s1	4	-1	0.0	7	-2.5	-5	-8	0	x	-1
CC1CCc2c(sc3nc(CSc4ncn[nH]4)[nH]c(=O)c23)C1 (stereo unspecified)	-3	6	-2.5	3	1.7	-2	-2	-14	x	-12
CC(C)Nc1nnc(SC(C)C(=O)Nc2ccc(N3CCOCC3)cc2)s1 (stereo unspecified)	2	-2	-0.3	-7	0.3	x	-8	-6	3	-8
O=[N+]([O-])c1cccc(-c2ccc(/C=N/NC(=S)Nc3ccccc3)o2)c1	-1	0	0.3	7	1.1	0	-4	15	x	-4
Cc1ccc(-c2nnc3ccc(SC(C)C(=O)O)nn23)cc1 (stereo unspecified)	-3	-6	-2.6	-7	3.0	-8	2	x	-2	-8
Cc1cc(NC(=O)CSc2nc3c(C)cccc3cc2C#N)no1	-12	-1	-0.3	12	1.9	-5	-5	-2	9	14
